Compound activity: PubChem, several laboratories
HPDE-C7 viability: cytotoxicity in HPDE-C7 cells, cell-based, fluorescence, HTS (AID 430); 63,000 tested, 1.8% active; cytotoxicity, % at 10 µM, or EC50 in µM where a hit was titrated; HPDE-C7 pancreatic duct cells viability, fluorescence; higher % means a stronger effect;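 also: cells exposed to compound for 48 hours before viability readout; 0% = vehicle and 100% = reference cytotoxic drug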
Alkaline phosphatase: inhibition of tissue-nonspecific alkaline phosphatase – biochemical, luminescent (AID 518). inhibition, % at 20 µM; hits with a dose series show IC50 in µM. 64,000 tested, 0.09% active. purified TNAP enzyme, luminescent substrate readout; higher % means a stronger effect; in the data active = a potency from the dose series; inactive = the rest, 99 in 100 with inhibition below about 22%;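 also: plate controls were vehicle for no effect and reference inhibitor for full effect; many of its hits are not listed in these tables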
LYP inhibition: inhibition of human PTPN22 tyrosine phosphatase – biochemical, DiFMUP fluorescence, recombinant catalytic domain, 10 µM, primary screen (AID 606); recombinant LYP catalytic domain, DiFMUP fluorescence; higher % means a stronger effect; 52,000 tested, under 10 active; one-dose inhibition, % at 10 µM; IC50 in µM for titrated hits;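 active = IC50 under 40 µM in the dose-response test; inactive = IC50 of 40 µM or more, or never dose-tested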
PMK inhibit: inhibitors of Streptococcus pneumoniae phosphomevalonate kinase; inhibition, % at 10 µM; purified PMK, PK/LDH-coupled NADH absorbance 340 nm; 65,000 tested, 0.49% active;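 active = top-ranked compounds by inhibition in the single 10 µM screen, taking a fixed number of the strongest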;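 also: 0% = full reaction with DMSO carrier and 100% = background rate without enzyme reaction; no value below 0 was filed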
Spn MK inh: blocks S. pneumoniae mevalonate kinase; 65,000 tested, 0.48% active; purified MK, PK/LDH-coupled NADH absorbance 340 nm; inhibition, % at 10 µM;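 active = ranked among the strongest by inhibition in the single 10 µM screen, a fixed top-ranked set picked for dose follow-up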; also: no value below 0 was filed
Spn DPM-DC inh: inhibitors of Streptococcus pneumoniae diphosphomevalonate decarboxylase; AID 556; purified DPM-DC, PK/LDH coupled NADH fluorescence; calls only at 10 µM; 65,000 tested, 0.49% active;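 active = the 320 compounds with the highest percent inhibition in the single-dose primary screen, excluding strongly autofluorescent ones, cut at about 32% in these data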;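 also: kinetic rate of NADH fluorescence loss reporting ADP formed by the decarboxylase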
HPDE-C7K KRASV12: viability loss of HPDE-C7K cells – cell-based, fluorescence, HTS, primary screen (AID 431). HPDE-C7K KRASV12 cells, Alamar Blue viability, 48 h; higher % means a stronger effect. 63,000 tested, 1.7% active. one-dose cytotoxicity, % at 10 µM; EC50 in µM for titrated hits;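 active = compounds whose percent cytotoxicity in the single-dose primary screen, scaled between solvent and toxic-drug controls, exceeds 50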;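 also: 0% = DMSO solvent wells and 100% = doxorubicin-treated wells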
Bfl-1 inhibitors: Bfl-1 inhibitors, primary screen, biochemical, fluorescence polarization, FITC-Bid, mouse (AID 432) | FITC-Bid BH3 peptide fluorescence polarization displacement; higher % means a stronger effect | one-dose displacement, % at 20 µM; IC50 in µM for titrated hits | 64,000 tested, 0.02% active; in the data active = a potency from the dose series; inactive = the rest, 99 in 100 with displacement below about 15%; also: strong numbers were not always called active
HT1080 cytotoxicity: HT1080 cell viability loss – fluorescence readout (AID 620); HT1080 viability, fluorescence; higher % means a stronger effect; one-dose cytotoxicity, % at 10 µM; EC50 in µM for titrated hits; 87,000 tested, 0.42% active;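 also: cells exposed to compound overnight then 4 h with Alamar Blue; 0% = vehicle DMSO and 100% = killing control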
* hit, by the source's call; i = inactive; nt = no result given. Rule as the data show it, unless noted: active = cytotoxicity above about 50%; inactive = the rest.

Each structure is followed by: HPDE-C7 viability, Alkaline phosphatase, LYP inhibition, PMK inhibit, Spn MK inh, Spn DPM-DC inh, HPDE-C7K KRASV12, Bfl-1 inhibitors, HT1080 cytotoxicity
[1] Cc1cccc(-n2c(SCC(=O)NCc3ccco3)nc3ccccc3c2=O)c1
→ 3.5%, 3.7%, -6.7%, 11.0, 0.0, i, 5.6%, 2.1%, -5.0%
[2] CCOC(=O)C1CCCN(S(=O)(=O)c2ccc(C)cc2)C1 (stereo not drawn)
→ 3.6%, 5.1%, 4.3%, 0.0, 3.0, i, 5.7%, -0.3%, 0.7%
[3] COc1ccc(-n2c(C)cc(=O)c3c2CC(C)(C)CC3=O)cc1
→ -12.0%, 6.9%, nt, 19.0, 0.0, i, -11.2%, -2.5%, -6.2%
[4] Cc1ccc(-n2nnnc2SCC(=O)Nc2cccc(NC(=O)c3ccco3)c2)cc1C
→ 4.8%, 8.6%, nt, 4.0, 0.0, i, 20.0%, 4.5%, 7.0%
[5] Cn1c(C(=O)N2CCN(C(=O)c3ccco3)CC2)cc2c(=O)n(C)c3ccccc3c21
→ 11.9%, 3.4%, nt, 3.0, 4.0, i, 10.7%, 8.0%, 7.7%
[6] COC(=O)Cn1c(CN(Cc2ccccc2)Cc2ccccc2)nc2c1c(=O)[nH]c(=O)n2C
→ -2.8%, 5.1%, 9.8%, 3.0, 1.0, i, 7.2%, -5.3%, 7.2%
[7] COc1ccc(C(c2sc3nc(C)nn3c2O)N2CCC(O)CC2)cc1OC (stereo not drawn)
→ -15.1%, -3.2%, -5.7%, 8.0, 5.0, i, -9.7%, -8.4%, -8.0%
[8] CC(C)C1Nc2ccc(S(N)(=O)=O)cc2C2C=CCC21 (stereo not drawn)
→ -16.5%, 4.5%, -16.2%, 2.0, 8.0, i, -14.2%, 23.2%, -3.3%
[9] Cc1ccc(Cn2nnc3c(=O)n(CC(=O)N4CCCc5ccccc54)cnc32)cc1
→ nt, nt, 23.1%, 12.0, 8.0, i, nt, nt, 0.9%
[10] COc1cccc(OCC(=O)Nc2c(C(=O)Nc3ccc(OC)cc3OC)oc3ccccc23)c1
→ -2.3%, 7.4%, 12.0%, 13.0, 0.0, nt, 5.3%, -2.7%, 2.3%
[11] N#Cc1ccc(NC(=O)C2CC(c3ccc(F)cc3)=NO2)cc1 (stereo not drawn)
→ -1.4%, 4.0%, 8.4%, 8.0, 0.0, i, -5.7%, -7.0%, 2.7%
[12] O=C(NC1CCN(C(=O)N2CCOCC2)CC1)c1ccccc1
→ 5.7%, 4.8%, nt, 8.0, 4.0, i, 1.4%, 3.8%, -5.8%
[13] COc1ccccc1N1CCSC1C(N)=O (stereo not drawn)
→ -16.0%, 2.3%, 10.0%, 9.0, 0.0, i, -7.2%, 1.9%, 8.8%
[14] COC(=O)c1c(NS(=O)(=O)c2cccs2)sc2c1CCCC2
→ -0.6%, 3.1%, -3.3%, 0.0, 3.0, i, 2.3%, -0.9%, -5.2%
[15] COCCSc1nnc(NC(=O)CSc2ccccc2)s1
→ -1.9%, 6.4%, 9.6%, 1.0, 13.0, i, 4.2%, -60.7%, 0.3%
[16] CC(=O)N/C(=N/c1nc(C)cc(C)n1)Nc1ccc(NC(C)=O)cc1
→ 48.4%, 8.1%, -35.0%, 2.0, 2.0, i, 6.8%, 3.5%, 5.4%
[17] CCOC(=O)C1CCN(C(c2cc3ccc(C)c(C)c3[nH]c2=O)c2nnnn2C2CCCCC2)CC1 (stereo not drawn)
→ -30.7%, 12.5%, nt, 11.0, 7.0, i, -11.1%, -8.3%, 1.9%

Only PMK inhibit and HT1080 cytotoxicity, for 2 of the compounds above:
entry | smiles | PMK inhibit | HT1080 cytotoxicity
12 | O=C(NC1CCN(C(=O)N2CCOCC2)CC1)c1ccccc1 | 8.0 | -5.8%
13 | COc1ccccc1N1CCSC1C(N)=O (stereo not drawn) | 9.0 | 8.8%

Shown with tabs: 10 of the compounds above.
item	canonical_smiles	HPDE-C7 viability	Alkaline phosphatase	LYP inhibition	PMK inhibit	Spn MK inh	Spn DPM-DC inh	HPDE-C7K KRASV12	Bfl-1 inhibitors	HT1080 cytotoxicity
3	COc1ccc(-n2c(C)cc(=O)c3c2CC(C)(C)CC3=O)cc1	-12.0%	6.9%	nt	19.0	0.0	i	-11.2%	-2.5%	-6.2%
4	Cc1ccc(-n2nnnc2SCC(=O)Nc2cccc(NC(=O)c3ccco3)c2)cc1C	4.8%	8.6%	nt	4.0	0.0	i	20.0%	4.5%	7.0%
5	Cn1c(C(=O)N2CCN(C(=O)c3ccco3)CC2)cc2c(=O)n(C)c3ccccc3c21	11.9%	3.4%	nt	3.0	4.0	i	10.7%	8.0%	7.7%
6	COC(=O)Cn1c(CN(Cc2ccccc2)Cc2ccccc2)nc2c1c(=O)[nH]c(=O)n2C	-2.8%	5.1%	9.8%	3.0	1.0	i	7.2%	-5.3%	7.2%
7	COc1ccc(C(c2sc3nc(C)nn3c2O)N2CCC(O)CC2)cc1OC (stereo not drawn)	-15.1%	-3.2%	-5.7%	8.0	5.0	i	-9.7%	-8.4%	-8.0%
8	CC(C)C1Nc2ccc(S(N)(=O)=O)cc2C2C=CCC21 (stereo not drawn)	-16.5%	4.5%	-16.2%	2.0	8.0	i	-14.2%	23.2%	-3.3%
9	Cc1ccc(Cn2nnc3c(=O)n(CC(=O)N4CCCc5ccccc54)cnc32)cc1	nt	nt	23.1%	12.0	8.0	i	nt	nt	0.9%
10	COc1cccc(OCC(=O)Nc2c(C(=O)Nc3ccc(OC)cc3OC)oc3ccccc23)c1	-2.3%	7.4%	12.0%	13.0	0.0	nt	5.3%	-2.7%	2.3%
11	N#Cc1ccc(NC(=O)C2CC(c3ccc(F)cc3)=NO2)cc1 (stereo not drawn)	-1.4%	4.0%	8.4%	8.0	0.0	i	-5.7%	-7.0%	2.7%
12	O=C(NC1CCN(C(=O)N2CCOCC2)CC1)c1ccccc1	5.7%	4.8%	nt	8.0	4.0	i	1.4%	3.8%	-5.8%
